Screens: PubChem BioAssay, several laboratories
Calpain2 inh = inhibitors of pig calpain II, primary screen, biochemical, fluorogenic peptide substrate, 1536-well; purified calpain II, 30 min; inhibition, % at 16 µM; 0.37% of 220,000 active;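 active = inhibition above about 50%, limit read from the data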
p97 inhibitor = inhibitors of human p97 ATPase, primary screen, biochemical; Transitional endoplasmic reticulum ATPase (Homo sapiens), P55072; recombinant p97 ATPase, Kinase-Glo ATP luminescence, 3 h; inhibition, % at 8 µM; 0.42% of 220,000 active; AID 1481, 2009; in the data active = inhibition above about 15%;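 note: 0% = DMSO vehicle and 100% = wells lacking enzyme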
Runt-CBFb FRET = inhibitors of RUNX1 Runt–CBFb binding, primary screen, biochemical, FRET, Cerulean-Runt, Venus-CBFb, uHTS; Cerulean-Runt/Venus-CBFb FRET ratio 530/480, 1 h; 0.46% of 220,000 active; Runt-related transcription factor 1 (Homo sapiens) + Core-binding factor subunit beta …; inhibition, % at 20 µM;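 active = inhibition over about 50% at 20 µM in the single-dose screen, limit read from the data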;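 note: 0% = DMSO wells and 100% = excess unlabeled CBFb competitor control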
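test system = Cerulean-Runt domain fusion protein, energy donor | probe or stimulus = Venus-CBFb binding partner, 100 nM | incubation = two 1 h room-temperature incubations shielded from light | detection = fluorescence energy transfer, 422 nm excitation, 530/480 nm emission | measure = loss of energy transfer signal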
Runt-SMMHC FRET = inhibitors of RUNX1 Runt–CBFb-SMMHC binding, primary screen, biochemical, FRET, Cerulean-Runt, Venus-CBFb-SMMHC, uHTS | Runt-related transcription factor 1 (Homo sapiens) + Core-binding factor subunit beta … | Cerulean-Runt/Venus-CBFb-SMMHC FRET ratio 530/480, 1 h | inhibition, % at 20 µM | 0.74% of 220,000 active;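 active = mean inhibition across duplicate retests at 20 µM reaching about 50%, limit read from the data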;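 note: 0% = DMSO wells and 100% = wells with excess untagged CBFb-SMMHC; inhibitors lower the FRET ratio by blocking Runt binding to CBFb-SMMHC; some results filed as inactive read as strong as hits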
p47phox inh = p47phox/p22phox peptide binding inhibitors, primary screen, biochemical, uHTS, NADPH oxidase regulatory subunit; fluorescence polarization, 2 h; inhibition, % at 24.7 µM; 0.53% of 220,000 active;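 active = inhibition above about 30%, limit read from the data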;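 note: 0% = p47phox with labelled peptide and 100% = labelled peptide alone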
EBV gp42 inh = Epstein-Barr virus gp42 inhibitors, primary screen, biochemical, uHTS, fluorescence polarization; Glycoprotein 42 (Epstein-Barr virus (strain AG876)), Q1HVG2; Fluorescence polarization binding assay, mP read-out; inhibition, % (tested at 21.74 µM); 0.42% of 220,000 active; in the data active = inhibition above about 50%
Target sequence (Q1HVG2 whole entry, looked up): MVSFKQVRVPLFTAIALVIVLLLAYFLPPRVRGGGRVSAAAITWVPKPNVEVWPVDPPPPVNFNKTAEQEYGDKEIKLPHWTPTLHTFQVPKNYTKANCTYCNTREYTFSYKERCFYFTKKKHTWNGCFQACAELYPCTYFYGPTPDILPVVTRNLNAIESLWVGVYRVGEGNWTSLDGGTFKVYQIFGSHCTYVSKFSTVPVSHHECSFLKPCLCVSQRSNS
TbHK1 inh = Trypanosoma brucei hexokinase 1 inhibitors, primary screen, biochemical, G6PDH-coupled NADH absorbance, MLSCN library. hexokinase 1 [Trypanosoma brucei]. AID 1430, 2008. recombinant TbHK1, G6PDH-coupled NADH A340. inhibition, % at 10 µM. 0.11% of 220,000 active;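 active = inhibition of 50% or more in the single-dose primary screen; inactive = inhibition below 50%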
Furin inh = human furin inhibitors, primary screen, biochemical, fluorescence intensity | P09958 | purified furin, fluorogenic substrate cleavage | inhibition, % at 30 µM | 0.061% of 220,000 active | AID 463115, 2010; in the data active = inhibition above about 25%; note: inactives centre near -15
Target sequence (P09958 108-714 limits assumed): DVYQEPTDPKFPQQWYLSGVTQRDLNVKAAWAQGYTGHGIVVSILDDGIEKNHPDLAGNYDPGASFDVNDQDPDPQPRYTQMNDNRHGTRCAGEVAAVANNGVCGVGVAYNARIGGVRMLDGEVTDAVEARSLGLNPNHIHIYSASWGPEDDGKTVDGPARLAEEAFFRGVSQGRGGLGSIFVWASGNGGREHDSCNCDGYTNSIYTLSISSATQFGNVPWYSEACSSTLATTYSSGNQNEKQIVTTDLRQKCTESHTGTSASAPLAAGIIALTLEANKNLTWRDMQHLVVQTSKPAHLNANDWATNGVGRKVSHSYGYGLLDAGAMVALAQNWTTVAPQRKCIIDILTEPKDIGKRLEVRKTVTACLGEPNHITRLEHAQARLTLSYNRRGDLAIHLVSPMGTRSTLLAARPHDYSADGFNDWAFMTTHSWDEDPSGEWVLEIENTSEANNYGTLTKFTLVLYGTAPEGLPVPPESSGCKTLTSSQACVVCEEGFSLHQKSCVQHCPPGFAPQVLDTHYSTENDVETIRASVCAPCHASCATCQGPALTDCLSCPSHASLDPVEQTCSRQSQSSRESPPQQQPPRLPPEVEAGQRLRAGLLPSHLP
RBBP9 inhibitor = human RBBP9 inhibitors, primary screen, biochemical, fluorescence polarization, FP-Rh probe, HTS; inhibition, % at 7.94 µM; 0.2% of 220,000 active; Serine hydrolase RBBP9 (Homo sapiens), O75884; recombinant RBBP9;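 active = inhibition above the campaign mean of all tested compounds plus 3 SD, cut at about 14% in these data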;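 note: plate controls were DMSO wells with RBBP9 for no effect and wells lacking RBBP9 protein for full effect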
Target sequence (O75884 whole entry, looked up): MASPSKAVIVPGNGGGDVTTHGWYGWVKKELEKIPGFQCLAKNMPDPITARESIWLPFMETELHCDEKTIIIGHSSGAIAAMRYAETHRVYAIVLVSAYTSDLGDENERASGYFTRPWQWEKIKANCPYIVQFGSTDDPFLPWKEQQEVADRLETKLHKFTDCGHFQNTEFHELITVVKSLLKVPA
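System: RBBP9 protein / Quantity: 2.5 µM RBBP9 dispensing solution, before mixing / Also added: Serine-hydrolase probe FP-Rh, 375 nM pre-mixing / Dosing: 7.94 µM single dose, 0.794% DMSO / Timing: enzyme-compound preincubation 30 min, then probe labeling 45 min, 25 °C / Signal: FP readout at 525/598 nm / Controls: DMSO-treated enzyme wells and wells lacking RBBP9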
* = called active by the depositor; i = inactive; . = not tested or not shown; [ ] = remark or other dose.

The line under a structure holds: Calpain2 inh, p97 inhibitor, Runt-CBFb FRET, Runt-SMMHC FRET, p47phox inh, EBV gp42 inh, TbHK1 inh, Furin inh, RBBP9 inhibitor
O=C(CSc1ccc2nnc(-c3ccc(F)cc3)n2n1)NCc1ccco1
    -74, 2, 2, 4, -8, -22, -7, -20[20 µM], -2
Cc1csc(NC(=O)c2ccc(Cl)cc2[N+](=O)[O-])n1
    -15, 2, 2, -4, -5, -1, -5, -13, 6
CCCNC(=O)NC(=O)COC(=O)CC(NC(N)=O)c1ccc(Cl)cc1 (centres undefined)
    -2, -2, -12, 7, -1, -17, 38, -1, 0
O=c1cc[nH]c2c(Cl)cccc12
    -5, 4, 1, -2, -6, -10, -21, -7, -5
COc1ccc2cc(C(=O)C3CCCN(C(=O)c4cc5nc(C)cc(C)n5n4)C3)ccc2c1 (centres undefined)
    i, 0, 0, 0, -5, -12, -21, -27, 4
CCOc1ccccc1NC(=S)N1CCN(c2nc(-c3ccc(F)cc3)cs2)CC1
    -35, -3, 4, 2, -16, -5, -7, -4, -9
CCOC(=O)CCSc1nnc(-c2cccnc2)n1-c1ccccc1OC
    12, 7, 2, 0, 5, 7, -6, -19, 6
Cc1ccc2c(c1)c(C)c(C)n2CC(O)Cn1nc(C)cc1C (centres undefined)
    -21, 1, -3, -10, -39, 3, -4, -17, -5
CCOC(=O)C1(Cc2cccc(OC)c2)CCN(C(C)COC)CC1 (centres undefined)
    -24, 4, 4, 5, -2, -5, -2, -20, 1
CCc1ccc(C(C)NC(=O)c2ccc(F)cc2)cc1 (centres undefined)
    -30, -6, 1, -2, -12, 2, 1, -2[20 µM], -7
O=c1nc2sc3ccccc3n2c(=O)n1-c1ccc(Cl)cc1
    7, -2, 0, 0, 12, 8, -1, -24, -7
Cc1ccc(Oc2nc3ccccc3n3c(C)nnc23)cc1
    8, 6, 0, -10, -6, -5, 5, -18, -1
CCCOc1ccc(C(=O)NCCC(=O)NCCCC(=O)O)cc1
    17, -3, 1, 1, 9, -1, -6, -21, -7
CCC(=O)Nc1ccc(-c2ccc(NC(=O)CC)c(OC)c2)cc1OC
    -11, 0, 0, 2, -4, -14, -4, -27, -4
CC(C)CC(=O)Nc1ccc2c3c(cccc13)CC2
    21, -5, -2, 1, -1, 12, 31, -5, 4
CSc1nncc(-c2ccccc2)n1
    -25, 6, 2, 0, 0, -4, -6, -7, -4
CC1CCC2(CC1)NC(=O)N(Cc1nc(-c3ccccc3)no1)C2=O (centres undefined)
    -18, 1, -1, -8, -14, -6, -3, -24, -9
O=C(c1ccc(Cl)cc1)N1CCn2c1nc1ccccc12
    14, -5, -2, 3, -1, -4, 9, -3, -2
CCC(=O)Nc1ccc(Br)c(Cl)c1
    -29, 16*, 5, 5, -11, -12, -2, -2[20 µM], 8
CC(=O)/C(=N/Nc1cccc(C)c1)N1CCOCC1
    -19, 2, 3, -3, -12, -13, -29, -14[20 µM], -5
CC1CCN(CCCn2c(=S)[nH]c3c(sc4ccc([N+](=O)[O-])cc43)c2=O)CC1
    -1, -4, 5, -4, 0, -1, 4, -8, 3
COc1cccc(OC)c1NC(=O)c1nc2c(nnn2Cc2ccccc2Cl)c(=O)[nH]1
    31, 2, -1, -2, -8, -13, -5, -11, 2
CC1(C)CC(=O)C=C(Nc2ccc(F)cc2)C1
    -10, -1, 1, -5, -10, -19, -9, -19[20 µM], -12
Cc1ccc(O)c(C(=O)c2cnn(C(=O)COc3ccc(Cl)cc3)c2)c1
    0, 1, 3, 0, 21, -32, -12, -19, 4
Cn1cccc1CNC(=O)Nc1ccccc1
    -33, 3, 0, -2, -12, -8, -4, -27[20 µM], 2
CCCCSc1cc(C)nc2ncnn12
    -2, 2, 1, -3, 3, -12, 0, -25[20 µM], -7
O=C(Nc1ccc(S(=O)(=O)NCc2ccco2)cc1)c1ccc2ccccc2n1
    -100, 8, 3, 1, -10, 2, 6, -20, -25
COc1ccc(NC(=O)CCC2CCCC2)cc1OC
    -4, 2, 1, 5, -9, -18, 5, -7[20 µM], 1
O=C(/C=C/c1ccc(Br)cc1)c1ccco1
    29, -7, 2, 3, 2, -7, 11, 5, -15
O=C(O)CCCCCNC(=O)Nc1ccc2c(c1)OCCO2
    2, 3, -1, -2, -8, -11, -5, -16[20 µM], -7
CCCCOc1ccc(C2NC(=O)NC(C)=C2C(C)=O)cc1OCC (centres undefined)
    -10, 2, -2, -3, -11, -7, -1, -14, 1
Cc1ccc2[nH]c3c(c2c1)CCc1cn[nH]c1-3
    -99, -5, -1, -8, -7, -3, 2, -4[20 µM], 3
Cc1cccc(C(=O)NNC2=CC(=O)CC(C)(C)C2)c1O
    -14, 4, -2, 2, -8, -6, -62, -20, 3
CN1CCCN(C(=O)Cc2c(Cl)cccc2Cl)c2nc3ccccc3nc21
    -51, -6, 48, 54*, -14, 16, -1, -10, -11
Cc1ccccc1Nc1ncnc(N)n1
    -11, 4, 0, 2, -2, -20, -2, -30, -6
COc1ccc(-c2cc(C(=O)N3CCN(C(c4ccccc4)c4ccccc4)CC3)no2)cc1OC
    -25, -2, -4, 1, -6, -10, -6, -31, -9
S=C(NCCC(c1ccccc1)c1ccccc1)Nc1cccc(Cl)c1
    -5, -1, 3, 1, -14, 5, 8, -21, -55
Cc1n[nH]c(C)c1S(=O)(=O)N1CCCC(C(=O)NCc2ccc(F)cc2)C1 (centres undefined)
    -8, 2, -1, 0, -5, -3, 2, -17, 2
O=C(CCc1nnc(CCCc2ccccc2)o1)NCCCC1CCCC1
    34, -10, -4, -1, 2, -5, 5, 0, -9
Cc1c(C(=O)N2CCN(c3cccc(Cl)c3)CC2)cccc1[N+](=O)[O-]
    33, 6, 0, 1, 5, -2, -4, -22, -10
CC1(C)CN(c2ccc(C(=O)c3ccccc3)cc2)C1=O
    0, 4, 0, -2, -7, -13, 4, -24, -5
Cc1cccc(-c2nc(CSc3nc4c(c(=O)[nH]3)CCC4)c(C)o2)c1
    -2, 0, -7, -1, 1, -5, 1, -1, -6
COc1ccc(OC)c(-n2c(-c3cc(-c4ccc(F)cc4)n[nH]3)n[nH]c2=S)c1
    -3, -2, 10, 8, -3, 6, 1, -30, -7
COc1ccc(/C=C2\N=C3CCCCCN3C2=O)cc1OC
    16, 0, 1, 1, -8, -29, -15, -5[20 µM], -10
Cc1ccc(-c2nc(NC(=O)CSc3cc(C)c4ccccc4n3)ns2)cc1
    -14, 4, 1, 2, 52*, -41, 4, -4, 6
CC(C)c1ccc(NC(=O)CNS(=O)(=O)c2ccc(F)cc2)cc1
    26, -3, -2, -2, -6, -1, 8, -22, 2
Cc1ccc(OCC(=O)NNC(=O)C(C)Sc2ncnc3sc(C)c(C)c23)cc1 (centres undefined)
    91*, 0, 0, 2, -12, -5, 1, -19[20 µM], -3
CC(=O)Nc1ccc(NC(=S)Nc2ccc(F)cc2)cc1
    -7, 0, 2, -2, 3, -5, -6, -13, -8
O=C(CCCn1c(=O)[nH]c2ccsc2c1=O)Nc1ccc(F)cc1
    -5, 7, 2, 0, 1, -4, -5, -26, -8
CCOc1ccc(CN2CCN(CC(O)Cn3c4ccccc4c4ccccc43)CC2)cc1 (centres undefined)
    11, -7, -7, 3, 2, 9, -8, -17, -7
Cc1ccc(S(=O)(=O)N/N=C(\c2ccccc2)c2cccnc2)cc1
    -8, -2, 0, -1, -1, 2, -4, -20, -3
CCc1[nH]c(=S)c(C#N)c(-c2ccccc2)c1C(=O)OC
    1, 2, 9, 37, 4, -10, -8, -24, -6
Cc1nc(NC(=O)CSc2nc3cccnc3n2C2CCCCC2)sc1C
    -111, 0, 1, -2, -12, -9, 5, -12, -3
CCOC(=O)c1cc(OC(=O)c2cccs2)n(-c2ccccc2)n1
    12, 5, 2, 1, 16, -2, -4, -8[20 µM], 5
COc1cc(SC)ccc1C(=O)Nc1ccc(C)cc1C
    -31, 1, -3, 6, -3, -7, 4, -19, -4
CC1CC(=S)Nc2ccccc2N1C(=O)Nc1ccccc1 (centres undefined)
    0, 1, 0, -6, 1, -2, -3, -11, -11
CCc1sc(C(=O)N2CCN(S(C)(=O)=O)CC2)cc1Br
    6, 4, -3, -5, -4, -13, 3, -4[20 µM], -4
CC1=NC(=O)C(N=Nc2ccccc2)N1c1ccccc1 (centres undefined)
    3, -1, -2, -6, -4, -19, -6, -18[20 µM], 2
Cc1ccc(NC(=O)Nc2cc(C)on2)cc1
    -9, -2, 1, 2, -4, 2, -4, -20, 0
Cc1sc2nc(SCC(=O)Nc3ccc(S(=O)(=O)NCCCC(=O)O)cc3)[nH]c(=O)c2c1C
    -12, 1, 0, 0, -8, 6, -2, -20, -1

More entries follow.
The line under a structure holds: Calpain2 inh, p97 inhibitor, Runt-CBFb FRET, Runt-SMMHC FRET, p47phox inh, EBV gp42 inh, TbHK1 inh, Furin inh, RBBP9 inhibitor
CC1C=CCC2C(=O)N(c3cccc(C(=O)N4CCN(c5ccc(F)cc5)CC4)c3)C(=O)C12 (centres undefined)
    -52, 0, ., -7, -15, -9, -7, -17, -7
O=C(NC1CCN(C(=O)N2c3ccccc3Sc3ccccc32)CC1)c1ccccc1Cl
    -95, 0, -1, -7, -24, 3, -11, -17[20 µM], -3
CCOC(=O)c1ccc(NC2OC(=O)c3ccccc32)cc1 (centres undefined)
    8, -5, 0, 0, -12, 3, -4, -21[20 µM], -7
COc1ccc(/C=C2/SC(=S)N(n3c(C)ccc3C)C2=O)cc1
    -78, -2, 3, 2, -16, -3, -3, -11[20 µM], 0
CC(=O)Nc1ccc(-c2nn[nH]n2)cc1
    -18, 4, 0, 0, -10, -16, 0, -25, 0
CC(=O)/C(N=Nc1c(C)n(C)n(-c2ccccc2)c1=O)=C(\C)O
    7, 4, -1, -2, 0, -14, -24, -1, 4
Cc1cc(NC(=O)NC2CC(=O)N(c3ccc4c(c3)OCCO4)C2)no1 (centres undefined)
    6, -2, 0, 1, -4, -2, 1, -20, 2
O=C(Nc1ccccc1NC(=O)c1c(F)c(F)c(F)c(F)c1F)c1c(F)c(F)c(F)c(F)c1F
    14, -6, -1, 0, -19, -6, -4, -20[20 µM], -2
CCC(=O)N1CCN(c2ccc(NC(=O)c3cccs3)cc2)CC1
    -5, 2, -1, 1, -1, -22, -5, -19[20 µM], -5
O=C(CCOc1ccccc1)Nc1ccc([N+](=O)[O-])cc1
    -3, 2, 0, -5, -1, -3, -15, -22, -9

Entries above containing a furan ring, fused or not:
The line under a structure holds: Calpain2 inh, p97 inhibitor, Runt-CBFb FRET, Runt-SMMHC FRET, p47phox inh, EBV gp42 inh, TbHK1 inh, Furin inh, RBBP9 inhibitor
O=C(CSc1ccc2nnc(-c3ccc(F)cc3)n2n1)NCc1ccco1
    -74, 2, 2, 4, -8, -22, -7, -20[20 µM], -2
O=C(Nc1ccc(S(=O)(=O)NCc2ccco2)cc1)c1ccc2ccccc2n1
    -100, 8, 3, 1, -10, 2, 6, -20, -25
O=C(/C=C/c1ccc(Br)cc1)c1ccco1
    29, -7, 2, 3, 2, -7, 11, 5, -15
